# Bioassay records from PubChem BioAssay.
# USP7 inh = inhibitors of human USP7 deubiquitinase. Q93009. purified USP7, Ub-rhodamine cleavage fluorescence. inhibition, % at 20 µM. 47,000 tested, 0.3% active. AID 1645854
# USP10 inh = human USP10 deubiquitinase inhibition; Q14694; purified USP10, Ub-rhodamine fluorescence, 60 min; inhibition, % at 20 µM; 47,000 tested, 1.1% active
# USP28 block = blocks human USP28 ubiquitin-rhodamine cleavage. Q96RU2. purified USP28, Ub-rhodamine cleavage fluorescence, 30 min. inhibition, % at 25 µM. 47,000 tested, 3% active
# USP8 block = human USP8 deubiquitinase inhibition | purified USP8, Ub-rhodamine cleavage fluorescence, 30 min | inhibition, % at 20 µM | 47,000 tested, 4.2% active | AID 1645853
# OTUD3 block = inhibitors of human OTUD3 deubiquitinase; purified OTUD3, Ub-rhodamine fluorescence, 2 h; 47,000 tested, 0.7% active; AID 1645858; inhibition, % at 25 µM; Q5T2D3
# UCHL1 inh = inhibitors of human UCHL1 deubiquitinase. inhibition, % at 20 µM. 47,000 tested, 0.2% active. P09936. purified UCHL1, Ub-rhodamine cleavage fluorescence
# Target sequence (P09936 whole entry, looked up): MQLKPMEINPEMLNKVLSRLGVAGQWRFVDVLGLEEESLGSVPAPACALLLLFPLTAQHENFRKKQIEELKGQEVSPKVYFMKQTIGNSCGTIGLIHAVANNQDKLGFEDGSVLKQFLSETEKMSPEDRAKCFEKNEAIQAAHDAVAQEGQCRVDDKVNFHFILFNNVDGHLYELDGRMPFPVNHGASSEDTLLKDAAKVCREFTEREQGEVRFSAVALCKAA
# USP17 inh = human USP17-like deubiquitinase inhibition; purified USP17, Ub-rhodamine cleavage fluorescence, 3 h; inhibition, % at 50 µM; A8MUK1; AID 1645855; 47,000 tested, 6.5% active
# USP30 inh = inhibitors of human USP30 deubiquitinase | Q70CQ3 | purified USP30, Ub-rhodamine cleavage fluorescence | inhibition, % at 25 µM | 47,000 tested, 5.3% active
# Target sequence (Q70CQ3 whole entry, looked up): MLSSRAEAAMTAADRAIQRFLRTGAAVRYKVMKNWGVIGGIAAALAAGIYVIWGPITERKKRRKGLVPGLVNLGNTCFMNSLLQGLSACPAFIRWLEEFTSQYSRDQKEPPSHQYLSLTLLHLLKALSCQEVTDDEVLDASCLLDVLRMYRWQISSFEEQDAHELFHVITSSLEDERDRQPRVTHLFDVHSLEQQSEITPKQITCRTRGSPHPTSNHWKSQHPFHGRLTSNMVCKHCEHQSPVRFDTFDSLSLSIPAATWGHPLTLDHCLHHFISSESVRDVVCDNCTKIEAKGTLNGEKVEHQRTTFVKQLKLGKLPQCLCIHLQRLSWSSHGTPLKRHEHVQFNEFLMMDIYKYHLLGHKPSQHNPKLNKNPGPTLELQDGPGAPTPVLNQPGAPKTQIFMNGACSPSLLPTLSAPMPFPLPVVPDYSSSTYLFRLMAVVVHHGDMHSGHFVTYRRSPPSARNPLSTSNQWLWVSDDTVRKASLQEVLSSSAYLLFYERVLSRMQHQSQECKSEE
# Active calls of the source: *; i = inactive; · = no result given. Cut-off read from the data, not from the text of the source: active = inhibition above about 30%; inactive = the rest.
# Assay codes: A = USP7 inh; B = USP10 inh; C = USP28 block; D = USP8 block; E = OTUD3 block; F = UCHL1 inh; G = USP17 inh; H = USP30 inh
O=C(NCc1ccncc1)C1CCN(c2cncnc2N2CCCCC2)CC1
  A = -4	B = -1	C = 52*	D = -15	E = -14	F = -9	G = -12	H = -42
Nc1c(C(=O)NCc2ccccc2)nsc1C(=O)NCc1ccccn1
  A = -9	B = -1	C = 1	D = -15	E = -1	F = 1	G = -12	H = -5
Cc1cc(Nc2nncs2)nc(C2CCCN(c3cnccn3)C2)n1 (stereo unspecified)
  A = -2	B = -7	C = 3	D = -4	E = 8	F = -4	G = 17	H = -14
O=C(O)/C=C/c1cc(O)cc(O)c1
  A = -62	B = -6	C = -9	D = -16	E = 2	F = 3	G = 0	H = -64
O=C(COc1ccccc1-c1nnc(-c2ccccc2)o1)NCCCN1CCOCC1
  A = -5	B = -1	C = 5	D = -3	E = 2	F = -1	G = -1	H = 8
Cc1ccc(Sc2ncccc2C(=O)Nc2ccnn2Cc2cccnc2)cc1
  A = 3	B = -2	C = 4	D = -12	E = 0	F = 1	G = -8	H = 2
Cc1nccn1-c1cc(N2CCN(C)CC2)nc2ccnn12
  A = -22	B = -1	C = -155	D = -61	E = -136	F = -22	G = -152	H = i
CN1CC(=O)N(CC(=O)N2CCN(c3ccc(F)cc3)CC2)c2ccccc2C1=O
  A = 0	B = 4	C = -3	D = -4	E = -1	F = -1	G = 1	H = -5
CC(C)CNC(=O)C1CCN(S(=O)(=O)c2ccc3c(c2)OCCCO3)CC1
  A = 2	B = 0	C = 5	D = 12	E = 20	F = 2	G = 19	H = 20
COc1ccc(CC(=O)N2CCC(c3nc4ccncc4n3C)C2)cc1 (stereo unspecified)
  A = 0	B = -1	C = -5	D = 0	E = -1	F = -2	G = 1	H = 0
COc1cn(CC(=O)Nc2cccc(C)c2C)c(CSc2ccccc2)cc1=O
  A = -21	B = 0	C = -6	D = 0	E = -3	F = -2	G = 0	H = -15
CCOC(=O)c1c[nH]c2onc(C)c2c1=O
  A = 2	B = 0	C = 8	D = 3	E = 14	F = 0	G = 10	H = 21
COc1ccccc1-n1c(SCC(=O)Nc2ccc(C)cc2Br)nc2cc([N+](=O)[O-])ccc21
  A = -14	B = -10	C = -18	D = -26	E = -20	F = -8	G = -22	H = -124
CCCCn1c(=O)c2sccc2n2c(CCC(=O)NC3CCCC3)nnc12
  A = -19	B = -1	C = -2	D = -23	E = 1	F = -2	G = 0	H = 0
O=C(CN1C(=O)NC2(CCCCC2)C1=O)Nc1ccc([N+](=O)[O-])cc1
  A = 5	B = 11	C = 20	D = 17	E = 18	F = 2	G = 65*	H = 28
Cc1cc(C)c2c(c1)[C@]1(C(=O)N2)[C@@H]2C(=O)N(Cc3ccccc3)C(=O)[C@@H]2[C@@H]2CCCN21
  A = -27	B = -5	C = -4	D = -22	E = -5	F = -6	G = -19	H = -40
CN1CCn2c(-c3cnn(C)c3)cnc2C12CCN(C(=O)c1ccc(Cl)cc1)CC2
  A = 1	B = -2	C = -7	D = -14	E = -2	F = -1	G = -13	H = -11
CNc1cc(C)nc(C2COCCN2Cc2cn[nH]c2C)n1 (stereo unspecified)
  A = 0	B = -1	C = 0	D = 2	E = 8	F = 0	G = 0	H = 11
COc1ccc(CCC(=O)Nc2ccc3c(c2)Sc2ccccc2C(=O)N3C)cc1
  A = 13	B = 6	C = 32*	D = 25	E = 16	F = 9	G = ·	H = 39*
COc1cccc(CNC(=O)c2cn3c(n2)CCCC3)c1OC
  A = 4	B = 0	C = 2	D = 20	E = 6	F = 4	G = 6	H = 2
O[C@H]1[C@H](NCc2cccc(C(F)(F)F)c2)[C@@H](c2cncnc2)C[C@H]1O
  A = -25	B = -5	C = 28	D = 61*	E = 17	F = 11	G = -13	H = -15
O=C1c2ccccc2OCC1c1ccccc1 (stereo unspecified)
  A = -76	B = 1	C = 27	D = 5	E = 4	F = 4	G = 4	H = 8
Cc1sc2nc(C)n(C3CCN(C(=O)c4n[nH]c5c4CCC5)CC3)c(=O)c2c1C
  A = -2	B = -1	C = 0	D = -3	E = 0	F = 0	G = 0	H = 6
COc1ccc(C2C(C(=O)NCc3ccccc3)=C(C)Nc3ncnn32)cc1 (stereo unspecified)
  A = 2	B = 1	C = -8	D = 0	E = -3	F = 0	G = -15	H = -5
COc1ccnc2c1c(=O)n(CC(=O)N1CCCC1)c(=O)n2C
  A = 2	B = -3	C = -12	D = 3	E = -8	F = -4	G = -9	H = -36
COc1ccc2cc3n(c2c1)CC(C)(C(=O)NC1CCCCC1)N(Cc1ccco1)C3=O (stereo unspecified)
  A = -2	B = 0	C = -4	D = 2	E = -7	F = -1	G = -5	H = -20
COc1ccc(N2CCN(C(=O)c3cncc(NS(=O)(=O)c4ccc(F)cc4)c3)CC2)cc1
  A = -2	B = -2	C = 8	D = 42*	E = 9	F = 2	G = 11	H = -9
CCC(=O)N1CCCC1c1nc2ccccc2n1Cc1ccc(F)cc1 (stereo unspecified)
  A = -174	B = 3	C = 7	D = 15	E = 14	F = 2	G = 3	H = 20
O=C(NCCc1cccc(F)c1)c1ccc2ccc(N3CCN(c4ncccn4)CC3)n2c1
  A = -10	B = -2	C = -27	D = 25	E = -20	F = -13	G = 2	H = -121
O=C(C1CCC1)N1C[C@@H]2CCN(c3ncccn3)C[C@@H]2C1
  A = 3	B = 1	C = 0	D = 6	E = 4	F = 2	G = 0	H = 1
CCN1C(=O)Cc2cc(NS(=O)(=O)c3ccccc3)ccc21
  A = -1	B = 0	C = 13	D = 16	E = 13	F = -1	G = 17	H = 24
Cc1cnc(N2CC[C@@H]3[C@@H](CO[C@@H]3CNS(C)(=O)=O)C2)nc1
  A = -3	B = -3	C = -20	D = -12	E = -9	F = -4	G = -5	H = -79
CN1CCCC12CCCN(C(=O)c1cccc(Cl)c1)C2 (stereo unspecified)
  A = 0	B = 1	C = -5	D = -87	E = 0	F = -2	G = -14	H = 0
COc1ccc(CCNCc2cc3c(C(C)(C)C)nn(-c4ccccc4)c3[nH]c2=O)cc1OC
  A = 4	B = 0	C = 0	D = 46*	E = 9	F = 0	G = 9	H = 20
CN1CCN(C(=O)c2noc3ncnc(N4CCOCC4)c23)CC1
  A = 4	B = -1	C = 12	D = 17	E = 14	F = 1	G = 15	H = 1
COc1cccc(C(=O)N2C[C@H]3C[C@H](COc4cccnc4)[C@@H](C2C)N3C)c1 (stereo partly specified)
  A = 0	B = -2	C = -13	D = 12	E = 2	F = 2	G = 3	H = -4
CN(C)CC(=O)N1CCC2(CC1)CN(C(=O)c1ccc3[nH]ccc3c1)Cc1ccccc1O2
  A = -5	B = 0	C = -8	D = -52	E = -4	F = 1	G = -11	H = 9
COc1ccc(-c2noc(CCn3c(=O)[nH]c4ccccc4c3=O)n2)c(OC)c1
  A = 2	B = 0	C = -25	D = 9	E = -27	F = 1	G = -22	H = -91
Cc1cccc(N2CCCC(N(C)C(=O)c3cc(C)[nH]c(=O)n3)C2)n1 (stereo unspecified)
  A = 0	B = 0	C = -5	D = -2	E = -2	F = 0	G = 0	H = -4
Cc1cccc(OCC(=O)N(C)Cc2cc(=O)[nH]c3ccccc23)c1
  A = 0	B = 1	C = 14	D = 30*	E = 13	F = 1	G = 22	H = 27
CCCc1ccc(S(=O)(=O)Nc2ccccc2F)cc1
  A = 4	B = 12	C = 23	D = 15	E = 16	F = 3	G = 26	H = 32*
CCc1ccccc1NC(=O)C(C)c1c(C)n[nH]c1C (stereo unspecified)
  A = 5	B = -1	C = 8	D = 18	E = 0	F = 2	G = 15	H = 6
Cc1ccnn1CCC(=O)N1CCC[C@@H]2NC(=O)c3ccccc3OCC/C=C/C[C@@H]21
  A = 3	B = 1	C = 7	D = 10	E = 8	F = 0	G = 3	H = 7
Cc1nn(C2CCS(=O)(=O)C2)c(C)c1N1CCN(C(=O)C(C)Oc2ccccc2)CC1 (stereo unspecified)
  A = -1	B = -1	C = 6	D = 0	E = 3	F = 0	G = -8	H = 17
CNC(=O)/C=C/C(C)=C/C(C)C(=O)c1ccc(N(C)C)cc1 (stereo unspecified)
  A = 0	B = -5	C = 2	D = -16	E = 0	F = 1	G = 6	H = -30

# Six entries from above, comma-delimited:
mol,USP7 inh,USP10 inh,USP28 block,USP8 block,OTUD3 block,UCHL1 inh,USP17 inh,USP30 inh
CN1CCCC12CCCN(C(=O)c1cccc(Cl)c1)C2 (stereo unspecified),0,1,-5,-87,0,-2,-14,0
COc1ccc(CCNCc2cc3c(C(C)(C)C)nn(-c4ccccc4)c3[nH]c2=O)cc1OC,4,0,0,46*,9,0,9,20
CN1CCN(C(=O)c2noc3ncnc(N4CCOCC4)c23)CC1,4,-1,12,17,14,1,15,1
COc1cccc(C(=O)N2C[C@H]3C[C@H](COc4cccnc4)[C@@H](C2C)N3C)c1 (stereo partly specified),0,-2,-13,12,2,2,3,-4
CN(C)CC(=O)N1CCC2(CC1)CN(C(=O)c1ccc3[nH]ccc3c1)Cc1ccccc1O2,-5,0,-8,-52,-4,1,-11,9
COc1ccc(-c2noc(CCn3c(=O)[nH]c4ccccc4c3=O)n2)c(OC)c1,2,0,-25,9,-27,1,-22,-91

# Following part.
# Assay codes: A = USP7 inh; B = USP10 inh; C = USP28 block; D = USP8 block; E = OTUD3 block; F = UCHL1 inh; G = USP17 inh; H = USP30 inh
CC(C)(C(=O)N1C[C@H]2CC(Oc3ccccc3)C[C@H]2C1)n1cncn1 (stereo partly specified)
  A = 0	B = 0	C = 0	D = -3	E = 0	F = -1	G = 1	H = 2
CCCCC#CC(O)c1c(-c2ccccc2)nn(C)c1Sc1ccc(Cl)cc1 (stereo unspecified)
  A = 2	B = 10	C = 0	D = 18	E = 9	F = -1	G = -2	H = -11
CS(=O)(=O)c1ccc2nc(NC(=O)Cn3ccc4ccc(F)cc43)sc2c1
  A = 1	B = 11	C = -3	D = -9	E = -6	F = 2	G = 6	H = -19
COc1ccccc1NC(=O)N(Cc1cccnc1)Cc1cc2ccc(C)cc2[nH]c1=O
  A = -4	B = 1	C = 1	D = 1	E = -7	F = -1	G = -2	H = -5
COc1cc(C2C3=C(CC(c4ccco4)CC3=O)Nc3ccccc3N2C(=O)CCC(=O)O)cc(OC)c1OC (stereo unspecified)
  A = -2	B = 2	C = 6	D = 21	E = 17	F = 2	G = 0	H = -34
COc1ccc(/C=C/C(=O)N2CCc3ccccc32)cc1S(=O)(=O)N1CCOCC1
  A = 4	B = -3	C = 4	D = -18	E = 54*	F = 4	G = 5	H = -30
CCN(Cc1ccccc1)C(=O)COC(=O)c1cc(S(=O)(=O)Nc2ccccc2OC)ccc1O
  A = 4	B = 14	C = 14	D = 22	E = 10	F = 1	G = 13	H = 3
COc1cc(C(=O)NCc2ccc(-c3nc4cnccc4o3)cc2)cc(OC)c1OC
  A = 4	B = 0	C = 6	D = 18	E = 10	F = 3	G = 11	H = 2
FC(F)(F)c1cccc(-c2noc(-c3ccsc3)n2)c1
  A = 8	B = 4	C = 9	D = 20	E = 24	F = 6	G = 24	H = -3
COc1ccc2[nH]c3c(c2c1)CCN1C(=O)CN(Cc2ccc4c(c2)OCO4)C(=O)[C@]31C
  A = 6	B = 8	C = 12	D = 20	E = 7	F = 6	G = 12	H = 15
COc1ccc(NC(=O)CC(NCc2ccco2)C(=O)O)cc1 (stereo unspecified)
  A = 4	B = 0	C = 5	D = 14	E = 11	F = -1	G = 7	H = 9
O=C(OCCNc1ccccc1)c1ccc(C23CC4CC(CC(C4)C2)C3)o1
  A = 9	B = 7	C = 10	D = 9	E = 14	F = 5	G = 14	H = 26
N#Cc1cccc(CN2CCCC3(Cc4ccccc4CNC3=O)C2)c1 (stereo unspecified)
  A = -1	B = 1	C = -11	D = -16	E = -8	F = -1	G = -21	H = 2
COc1cc2c(cc1OC)-c1cc(Nc3ccc(Br)cc3)nc(=O)n1CC2
  A = 7	B = 43*	C = 23	D = 8	E = -5	F = -3	G = 25	H = 53*
Cc1nc(-c2csc(S(=O)(=O)Nc3cccc(F)c3)c2)no1
  A = 5	B = 1	C = 12	D = 8	E = 9	F = 2	G = 16	H = 12
Cc1ccc(-c2cc3c(N4CCCC(C(=O)NCc5ccccc5)C4)nccn3n2)c(C)c1 (stereo unspecified)
  A = -11	B = -5	C = -57	D = -17	E = -26	F = -11	G = -2	H = -135
Cc1cnc(N2CCC3(CCN(C(=O)c4cscn4)CC3)CC2)nc1
  A = 5	B = 1	C = -1	D = -148	E = 3	F = 3	G = -29	H = 2
COc1ccc2ncc(S(=O)(=O)c3ccccc3)c(N3CCC4(CC3)OCCO4)c2c1
  A = 0	B = 4	C = 2	D = 9	E = 3	F = 5	G = -1	H = 1
CCCOc1cccc(-c2cc(C(=O)NCc3ccc4c(c3)OCO4)c3ccccc3n2)c1
  A = 9	B = 2	C = 1	D = -17	E = 13	F = 4	G = 13	H = 2
